Source: PubChem
Mtb BioA inh = M. tuberculosis BioA enzyme inhibitors, primary screen, biochemical, plate reader, single point, HTS. 7,8-diaminopelargonic acid synthase BioA (Mycobacterium tuberculosis). purified M. tuberculosis BioA enzyme. inhibition, % at 9.99 µM. 360,000 tested, 0.096% active. AID 602481, 2012; in the data active means inhibition above about 40%
An asterisk follows results filed as active.

SMILES	Mtb BioA inh
C[C@@H]1CN([C@H](C)CO)C(=O)c2cc(NC(=O)C3CCCCC3)ccc2O[C@@H](C)CCCCO[C@H]1CN(C)C(=O)Nc1ccc(C(F)(F)F)cc1	-3.3
CN(C)C(=O)c1ccc(-c2cccc(-c3nc(C(=O)NCc4ccccc4)cc4c3[C@H](CCO)N([S@@](=O)C(C)(C)C)C4)c2)cc1	1.5
CNC[C@H]1Oc2c(NC(=O)C3CCCCC3)cccc2C(=O)N([C@@H](C)CO)C[C@H]1C	-0.5
CC=Cc1ccc2n(c1=O)C[C@H]1[C@H](CO)[C@@H](C(=O)Nc3nccs3)N(Cc3cc(F)ccc3F)[C@@H]21 (mixture of isomers)	0.5
CC(C)NC(=O)N(C)C[C@H]1Oc2ccc(NS(=O)(=O)c3ccc(Cl)cc3)cc2C(=O)N([C@H](C)CO)C[C@H]1C	-1.0
CCCC(=O)Nc1ccc2c(c1)OC[C@@H](C)N(C(=O)CC)C[C@H](C)[C@@H](OC)CN(C)C2=O	-0.8
C[C@@H]1CN([C@H](C)CO)C(=O)CCCn2cc(nn2)CO[C@@H]1CN(C)CC1CCCCC1	0.8
CCCNC(=O)Nc1ccc2c(c1)C(=O)N(C)[C@H]1CC[C@H](CC(=O)NCc3ccccc3)O[C@@H]1CO2	5.6
C[C@@H]1CCCCO[C@H](CN(C)S(=O)(=O)c2ccc(F)cc2)[C@@H](C)CN([C@H](C)CO)C(=O)c2cc(NS(C)(=O)=O)ccc2O1	-0.5
CCNC(=O)C[C@@H]1CC[C@@H](NC(=O)C2CCOCC2)[C@H](CO)O1	2.1
CN1c2ccc(-c3ccccc3F)cc2[C@H]2[C@H](CCN2C(=O)Cc2ccccn2)[C@H]1CO	6.3
COc1cccc(C#Cc2cnc3c(c2)C(=O)N([C@H](C)CO)C[C@H](C)[C@H](CN(C)C(=O)C2CCOCC2)O3)c1	-3.9
Cc1noc(C)c1S(=O)(=O)Nc1ccc2c(c1)C(=O)N([C@H](C)CO)C[C@H](C)[C@@H](CN(C)C)OCCCC[C@@H](C)O2	-1.7
C[C@H]1CN([C@@H](C)CO)C(=O)c2cc(N(C)C)ccc2O[C@@H]1CN(C)Cc1ccc(Oc2ccccc2)cc1	1.4
COc1ccc(-c2cnc3c(c2)C(=O)N([C@@H](C)CO)C[C@@H](C)[C@H](CN(C)C(=O)NC2CCCC2)O3)cc1	6.6
O=C(Cc1ccccn1)N[C@H]1CC[C@H](CCn2cc(-c3ccccc3)nn2)O[C@H]1CO	-1.9
O=C(C[C@H]1CC[C@H](NS(=O)(=O)c2ccc(F)cc2)[C@@H](CO)O1)NCc1ccncn1	-4.0
COCCNC(=O)C[C@@H]1C[C@@H]2c3cc(NC(=O)Nc4ccccc4)ccc3O[C@@H]2[C@H](CO)O1	0.5
C[C@@H]1CN([C@H](C)CO)C(=O)Cc2cc(NC(=O)CCN3CCOCC3)ccc2O[C@H]1CN(C)Cc1ccc(C(F)(F)F)cc1	0.2
CO[C@@H]1CN(C)C(=O)c2cc(NS(=O)(=O)c3ccccc3Cl)ccc2OC[C@@H](C)NC[C@@H]1C	-3.9
O=C(Cc1cccnc1)N1CCCCN2[C@H](C1)[C@@H](c1ccc(C#CC3CCCC3)cc1)[C@@H]2CO	1.3
C=CC[C@@]1(C(=O)NCC(O)CO)N=C(c2ccc(OCCCO)cc2)O[C@@H]1c1ccccc1 (some centres not stated)	-2.8
CC(=O)Nc1ccc2c(c1)C(=O)N(C)[C@@H]1CC[C@@H](CC(=O)NCc3ccccc3Cl)O[C@@H]1CO2	0.2
O=C(Nc1ccc2c(c1)[C@@H]1C[C@H](CC(=O)N3CCCCC3)O[C@H](CO)[C@@H]1O2)C1CCC1	-0.7
Cc1noc(C)c1S(=O)(=O)Nc1ccc2c(c1)C(=O)N([C@@H](C)CO)C[C@@H](C)[C@@H](CN(C)Cc1ccccc1)OCCCC[C@@H](C)O2	2.0
CC(=O)N(C)C[C@@H]1Oc2cc(C#C[C@@H](C)O)ccc2S(=O)(=O)N([C@@H](C)CO)C[C@@H]1C	1.1
CN(C)c1ccc2c(c1)[C@H]1C[C@@H](CC(=O)NCc3ccccc3)O[C@@H](CO)[C@H]1O2	-1.1
CO[C@H]1CC[C@H]2CCN(C)C(=O)C[C@@H](c3ccccc3)CN(C)C(=O)c3cc(C#N)ccc3OC[C@H]1O2	-0.2
O=C(CN1CCOCC1)N1CCCCN2[C@H](C1)[C@@H](c1ccc(-c3ccccc3F)cc1)[C@@H]2CO	-1.2
CC=Cc1ccc2n(c1=O)C[C@H]1[C@H](CO)[C@@H](C(=O)NCCC)N(CC3CCCC3)[C@@H]21 (mixture of isomers)	9.5
COc1ccc(NC(=O)N(C)C[C@H]2Oc3c(NS(=O)(=O)c4ccc(F)cc4)cccc3C(=O)N([C@H](C)CO)C[C@H]2C)cc1	-1.5
C[C@H]1CN([C@@H](C)CO)C(=O)c2cc(NC(=O)Nc3ccc(F)cc3)ccc2O[C@H]1CN(C)S(=O)(=O)c1ccc(F)cc1	0.9
CCN1[C@@H]2c3ccc(/C=C/c4ccccc4)c(=O)n3C[C@H]1[C@H](CO)[C@H]2C(=O)NCc1ccccn1	-0.8
CC(=O)N(C)C[C@@H]1[C@@H](c2ccc(-c3ccc(F)cc3)cc2)[C@H](CO)N1C(C)=O	-2.7
O=C(C[C@H]1CC[C@H]2[C@@H](COC[C@H](O)CN2Cc2ccccc2)O1)NCCCN1CCOCC1	-0.9
CC(=O)Nc1ccc2c(c1)C(=O)N(C)[C@H]1CC[C@H](CC(=O)NCC3CCCCC3)O[C@H]1CO2	-0.4
Cc1cccc(S(=O)(=O)N2C[C@H](O)COC[C@@H]3O[C@@H](CC(=O)NCCCN4CCOCC4)CC[C@H]32)c1	2.9
CCCC(=O)Nc1ccc2c(c1)C(=O)N(C)C[C@@H](OC)[C@@H](C)CN(CC1CCCC1)[C@H](C)CO2	-1.3
C[C@@H]1CCCCO[C@@H](CN(C)C(=O)CCC(F)(F)F)[C@@H](C)CN([C@@H](C)CO)C(=O)c2cc(NS(=O)(=O)c3ccccc3)ccc2O1	-0.7
C[C@H](NC(=O)[C@H]1[C@H](CO)[C@H]2Cn3c(ccc(-c4cccnc4)c3=O)[C@@H]1N2C)c1ccccc1	-1.4
COc1ccc(C#Cc2ccc([C@H]3[C@H](CO)N4CCCCN(C(=O)c5ccncc5)C[C@@H]34)cc2)cc1	-2.0
C[C@H]1CN([C@@H](C)CO)C(=O)c2cccc(NC(=O)Nc3cccc4ccccc34)c2O[C@@H]1CN(C)C(=O)Nc1ccc(C(F)(F)F)cc1	1.8
CO[C@H]1CN(C)C(=O)c2cc(NC(C)=O)ccc2OC[C@H](C)N(S(C)(=O)=O)C[C@H]1C	-2.0
COc1cccc(S(=O)(=O)N[C@@H]2CC[C@H](CCn3cc(-c4ccccc4OC)nn3)O[C@H]2CO)c1	1.3
Cc1ccc(S(=O)(=O)N[C@@H]2CC[C@H](CC(=O)N3CCN(c4ccccc4)CC3)O[C@@H]2CO)cc1	1.5
C[C@@H]1CN([C@H](C)CO)C(=O)c2cccc(NC(=O)c3nc4ccccc4s3)c2O[C@H]1CN(C)C(=O)NC1CCCCC1	0.7
C[C@@H]1CN([C@H](C)CO)C(=O)c2cc(NC(=O)CCN3CCOCC3)ccc2O[C@@H]1CN(C)CC1CC1	-3.6
COCCCN1C(=O)[C@@]2(Cc3ccccc31)c1ccccc1C(=O)N(Cc1ccccc1)[C@H]2c1ccc(CO)cc1	-3.4
Cc1ccc(S(=O)(=O)Nc2ccc3c(c2)CC(=O)N([C@@H](C)CO)C[C@@H](C)[C@H](CN(C)S(=O)(=O)c2ccccc2)O3)cc1	2.7
O=C(C[C@@H]1C[C@@H]2c3cc(NC(=O)C4CCOCC4)ccc3O[C@@H]2[C@@H](CO)O1)NC1CCCC1	0.1
CC(=O)N1CCCCN2[C@H](CO)[C@H](c3ccc(Br)cc3)[C@@H]2C1	3.1
C[C@@H]1CN([C@H](C)CO)C(=O)c2cc(N(C)C)ccc2O[C@@H]1CN(C)Cc1ccc(C(F)(F)F)cc1	2.3
COc1ccc(NC(=O)Nc2ccc3c(c2)[C@H]2C[C@@H](CC(=O)O)O[C@@H](CO)[C@H]2O3)cc1	-0.5
CC=Cc1ccc2n(c1=O)C[C@@H]1[C@@H](CO)[C@H](C(=O)NCCC)[C@H]2N1CC1CCCC1 (mixture of isomers)	-2.9
COc1ccccc1C(=O)N1C[C@H]2[C@@H](c3ccccc31)[C@H](CO)N2Cc1ccc(F)cc1	-1.7
C[C@H](CO)N1C[C@H](C)[C@@H](CN(C)S(=O)(=O)c2ccc(Cl)cc2)Oc2c(NC(=O)Nc3cccc4ccccc34)cccc2C1=O	-3.6
O=C(Nc1ccccc1)N[C@H]1CC[C@@H](CCNC(=O)c2ccccc2F)O[C@H]1CO	-2.1
COc1cccc(NC(=O)N(C)C[C@@H]2Oc3ncc(C#Cc4ccccc4)cc3C(=O)N([C@H](C)CO)C[C@H]2C)c1	1.3
O=C(C[C@@H]1CC[C@@H]2[C@H](COC[C@H](O)CN2C(=O)Nc2ccccc2)O1)NCc1ccncn1	0.4
C[C@@H]1CCCCO[C@@H](CN(C)S(=O)(=O)c2cn(C)cn2)[C@H](C)CN([C@@H](C)CO)C(=O)c2cc(NC(=O)Nc3ccc4c(c3)OCO4)ccc2O1	0.8

Additional compounds.
SMILES	Mtb BioA inh
C[C@H]1CN([C@@H](C)CO)C(=O)c2cc(C#CCN(C)C)cnc2O[C@@H]1CN(C)Cc1ccc(F)cc1	-2.1
C[C@H]1CN([C@@H](C)CO)C(=O)Cc2cc(NC(=O)Nc3ccc(C(F)(F)F)cc3)ccc2O[C@H]1CN(C)S(=O)(=O)c1ccccc1	-4.2
Cc1ccc(S(=O)(=O)NCC[C@@H]2CC[C@@H](NC(=O)C3CCOCC3)[C@@H](CO)O2)cc1	-2.7
CCCC(=O)Nc1ccc2c(c1)C(=O)N(C)C[C@H](OC)[C@@H](C)CN(C(=O)c1ccccn1)[C@H](C)CO2	-1.0
C[C@@H](O)C#Cc1ccc([C@H]2[C@@H](CO)N3CCCCN(S(=O)(=O)c4ccccc4)C[C@H]23)cc1	-2.8
CC(C)NC(=O)N(C)C[C@H]1Oc2ccc(NS(=O)(=O)c3ccccc3)cc2C(=O)N([C@@H](C)CO)C[C@H]1C	2.3
C[C@@H]1CCCCO[C@H](CN(C)Cc2ccc(C(=O)O)cc2)[C@@H](C)CN([C@@H](C)CO)C(=O)c2cc(NC(=O)NC3CCCCC3)ccc2O1	-0.7
Cn1cnc(S(=O)(=O)N[C@@H]2C=C[C@H](CC(=O)Nc3ccc(-c4ccccc4)cc3)O[C@@H]2CO)c1	-0.8
O=C(Cc1ccccn1)NCC[C@@H]1CC[C@@H](NS(=O)(=O)c2ccccc2)[C@H](CO)O1	2.5
Cc1noc(C)c1S(=O)(=O)N(C)C[C@@H]1OCCCC[C@@H](C)Oc2ccc(N(C)C)cc2C(=O)N([C@@H](C)CO)C[C@H]1C	-0.7
O=C(O)C[C@H]1C[C@@H]2c3cc(NC(=O)Nc4ccccc4F)ccc3O[C@@H]2[C@@H](CO)O1	0.6
C[C@H](CO)N1C[C@H](C)[C@H](CN(C)C(=O)C2CCCCC2)OCCCC[C@H](C)Oc2ccc(NS(C)(=O)=O)cc2C1=O	-1.6
COCC#Cc1cnc2c(c1)C(=O)N([C@H](C)CO)C[C@H](C)[C@H](CN(C)S(=O)(=O)c1cn(C)cn1)O2	-0.6
C[C@H](CO)N1C[C@H](C)[C@@H](CN(C)Cc2ccccc2)OCCCC[C@H](C)Oc2ccc(NC(=O)C3CCCCC3)cc2C1=O	1.5
O=C(CN1CCOCC1)NCC[C@H]1CC[C@@H](NC(=O)Nc2ccc(F)cc2)[C@H](CO)O1	-0.8

Among those listed so far, these contain two or more sulfur atoms:
SMILES	Mtb BioA inh
C[C@@H]1CCCCO[C@H](CN(C)S(=O)(=O)c2ccc(F)cc2)[C@@H](C)CN([C@H](C)CO)C(=O)c2cc(NS(C)(=O)=O)ccc2O1	-0.5
Cc1ccc(S(=O)(=O)Nc2ccc3c(c2)CC(=O)N([C@@H](C)CO)C[C@@H](C)[C@H](CN(C)S(=O)(=O)c2ccccc2)O3)cc1	2.7

Structural class: the compounds so far containing a Cl atom
SMILES	Mtb BioA inh
CC(C)NC(=O)N(C)C[C@H]1Oc2ccc(NS(=O)(=O)c3ccc(Cl)cc3)cc2C(=O)N([C@H](C)CO)C[C@H]1C	-1.0
CO[C@@H]1CN(C)C(=O)c2cc(NS(=O)(=O)c3ccccc3Cl)ccc2OC[C@@H](C)NC[C@@H]1C	-3.9
CC(=O)Nc1ccc2c(c1)C(=O)N(C)[C@@H]1CC[C@@H](CC(=O)NCc3ccccc3Cl)O[C@@H]1CO2	0.2
C[C@H](CO)N1C[C@H](C)[C@@H](CN(C)S(=O)(=O)c2ccc(Cl)cc2)Oc2c(NC(=O)Nc3cccc4ccccc34)cccc2C1=O	-3.6

Further entries.
SMILES	Mtb BioA inh
C[C@H](CO)N1C[C@H](C)[C@H](CN(C)S(=O)(=O)c2cn(C)cn2)Oc2c(NC(=O)Nc3ccc4c(c3)OCO4)cccc2C1=O	-1.0
C[C@@H]1CN([C@@H](C)CO)S(=O)(=O)c2ccc(-c3ccccc3)cc2O[C@@H]1CN(C)Cc1cccc(F)c1	-1.6
O=C(N[C@@H]1CC[C@H](CCNS(=O)(=O)c2ccc(F)cc2)O[C@@H]1CO)C1CCOCC1	1.4
CC(C)NC(=O)Nc1cccc2c1O[C@@H](CN(C)C(=O)Nc1ccccc1)[C@@H](C)CN([C@H](C)CO)C2=O	-1.1

The list is partial; the hit share may differ from the screen's.
